Source: PubChem (Broad Institute)
S100A4 inh HTS = S100A4-myosin IIA interaction inhibition; AID 652163; P26447; inhibition, % at 10.7 µM; 0.14% of 360,000 active; S100A4/TAMRA-MyoIIA peptide fluorescence polarization;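 active means mean inhibition of at least 70% across replicates, with every replicate also reaching that level; inconclusive means mean inhibition reaches 70% but some replicates fall short; inactive means mean inhibition below 70%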
Target sequence (P26447 whole entry, looked up): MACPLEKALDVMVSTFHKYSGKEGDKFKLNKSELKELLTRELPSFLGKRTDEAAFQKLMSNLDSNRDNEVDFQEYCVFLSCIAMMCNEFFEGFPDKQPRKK
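Material: human S100A4 monomer with TAMRA-labelled myosin IIA peptide; buffer or medium: HEPES pH 7.2 with CaCl2, KCl, NaCl, DTT, Triton; compound dosing: one concentration per compound; schedule: 5 min incubation before reading; benchmarks: neutral control DMSO, positive control TFP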
ERp5 block = blocks human ERp5 reductase activity on insulin; 0.05% of 350,000 active; inhibition, % at 9.99 µM; Q15084; AID 651711; ERp5 insulin aggregation, absorbance 650 nm, 90 min;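 active means mean replicate inhibition above about 25%, with every replicate also reaching it, limit read from the data, passing the limit was not always enough; inconclusive means only one of those two criteria met; inactive means neither criterion met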
Target sequence (Q15084 whole entry, looked up): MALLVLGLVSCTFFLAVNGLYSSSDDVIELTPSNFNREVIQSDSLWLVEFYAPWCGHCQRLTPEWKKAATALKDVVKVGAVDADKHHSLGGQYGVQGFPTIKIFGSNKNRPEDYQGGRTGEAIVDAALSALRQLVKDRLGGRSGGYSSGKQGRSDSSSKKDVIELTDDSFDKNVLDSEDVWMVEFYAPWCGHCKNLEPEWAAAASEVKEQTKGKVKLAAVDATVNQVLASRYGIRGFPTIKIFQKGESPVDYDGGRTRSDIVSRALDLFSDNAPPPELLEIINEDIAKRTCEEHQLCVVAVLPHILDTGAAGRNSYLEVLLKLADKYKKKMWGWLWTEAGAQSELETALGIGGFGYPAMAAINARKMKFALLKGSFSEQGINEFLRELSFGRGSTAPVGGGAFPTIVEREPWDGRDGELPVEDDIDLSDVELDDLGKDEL
Statin myotox sup = protects C2C12 myotubes from simvastatin toxicity; ATP luminescence, 48 h; scaled: DMSO 0, geranylgeraniol control 100; rescue of ATP level, % at 7.49 µM; 0.78% of 330,000 active;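 active means mean ATP rescue above about 67%, or every replicate alone reaching that limit, limit read from the data, passing the limit was not always enough; inconclusive means no clear call, values can overlap the other calls; inactive means mean under the limit and some replicate under it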;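 further: myotubes were challenged with 10 µM simvastatin during compound exposure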
PglD inh = inhibitors of Campylobacter jejuni PglD acetyltransferase | AID 602405 | purified PglD enzyme, DTNB colorimetric CoA detection | 0.098% of 360,000 active | inhibition, % at 12.5 µM; in the data active means inhibition above about 16%, passing the limit was not always enough; inconclusive means no clear call, values can overlap the other calls; further: strong numbers were not always called active
SIRT5 inh = blocks human SIRT5 desuccinylation of peptide. Q9NXA8. 1.1% of 330,000 active. Purified SirT5, succinyl-peptide AMC, trypsin-coupled fluorescence. inhibition, % at 15 µM; in the data active means inhibition above about 15%; inconclusive means no clear call, values can overlap the other calls
Target sequence (Q9NXA8 whole entry, looked up): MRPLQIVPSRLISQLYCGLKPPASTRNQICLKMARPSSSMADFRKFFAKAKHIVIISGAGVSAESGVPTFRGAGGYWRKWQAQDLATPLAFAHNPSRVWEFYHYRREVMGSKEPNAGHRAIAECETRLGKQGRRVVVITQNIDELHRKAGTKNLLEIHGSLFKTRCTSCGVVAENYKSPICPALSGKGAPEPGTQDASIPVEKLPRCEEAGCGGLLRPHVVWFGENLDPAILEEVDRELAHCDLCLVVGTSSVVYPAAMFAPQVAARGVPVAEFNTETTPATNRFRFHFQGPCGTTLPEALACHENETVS
DENV2 CPE = inhibitors of DENV2 cytopathic effect; DENV2-infected cells, cytopathic effect rescue, plate reader; CPE inhibition, % at 9.99 µM; 1.7% of 350,000 active; AID 651640; in the data active means CPE inhibition above about 20%, passing the limit was not always enough; inconclusive means no clear call, values can overlap the other calls; tested in BHK-21 cells;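 further: 0% = median of neutral control wells and 100% = median of positive control wells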
E-sel inducer = induces E-selectin expression in human endothelial cells | P16581 | HUVEC E-selectin immunofluorescence imaging; normalized: neutral wells 0, TNF-alpha wells 100 | activation, % at 7.58 µM | 0.37% of 260,000 active;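 active means mean E-selectin-positive cell signal at least 10% of the positive control, reached in at least 60% of replicates, without over 20% cell loss; inconclusive means no rule given, readout overlaps actives, possibly toxicity-flagged; inactive means the rest, including those meeting only one limit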;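 further: in these data hits start at about 27%; measured in HUVEC primary endothelial cells; signal is the percent of cells scored E-selectin positive by PE staining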
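System: HUVEC / Compound: single concentration / Signal: immunofluorescence imaging / Read-out: percent E-selectin-positive cells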
* hit, by the source's call; ? = inconclusive; · = not tested or not shown. Some of the compounds tested; rates above refer to the full screens.

#	Structure	PglD inh	ERp5 block	S100A4 inh HTS	Statin myotox sup	E-sel inducer	DENV2 CPE	SIRT5 inh
1	CCOC(=O)c1oc2ccc(Br)cc2c1COC(=O)C1=COCCO1	-3	-5	2	9	·	-1	0
2	COc1ccc(-c2ccc3c(c2)[C@@H]2[C@@H](CCN2C(=O)c2ccc4c(c2)OCO4)[C@@H](CO)N3C)cc1	4	-2	-1	22	0.0	-20	6
3	CN1CCN(C(=O)CN(C2CCCCC2)S(=O)(=O)c2ccc(Br)cc2)CC1	-1	-1	-12	10	-0.2	-5	-4
4	CCC(=O)Nc1sc(Cc2ccc3c(c2)OCO3)c(C)c1C(N)=O	·	-6	0	·	3.4	6	-4
5	Cc1noc(C)c1S(=O)(=O)N(C)C[C@H]1Oc2ccc(NC(=O)CCC(F)(F)F)cc2CC(=O)N([C@@H](C)CO)C[C@H]1C	4	3	-2	-2	2.0	2	-2
6	NC(=O)c1sc(=S)n2c1[nH]c(=O)c1sccc12	6	1	23	19	0.2	18	10
7	Cc1ccc(C(=O)N2N=C(c3cccc(NS(C)(=O)=O)c3)CC2c2cccs2)cc1 (stereo not drawn)	1	5	-3	-30	0.2	1	0
8	CN(C)C(CNC(=O)C1CCN(S(=O)(=O)c2ccc(Cl)cc2)CC1)c1ccccc1 (stereo not drawn)	3	-1	-2	3	-0.1	-10	-1
9	COc1ccc(/C(O)=C2/C(=O)C(=O)N(c3ccccn3)C2c2ccc(OC)cc2)cc1 (stereo not drawn)	1	-6	-3	3	-0.1	1	3
10	O=C(CCCCn1c(=S)[nH]c2ccsc2c1=O)NCc1ccc2c(c1)OCO2	5	3	-5	6	0.3	-9	1
11	C[C@@H]1CN([C@H](C)CO)C(=O)c2cc(NC(=O)Cc3ccccc3)ccc2O[C@@H](C)CCCCO[C@H]1CN(C)C(=O)NC1CCCCC1	1	3	0	·	0.0	-2	2
12	Cc1ccccc1NC(=O)Nc1ccc2c(c1)C(=O)N(C)[C@@H]1CC[C@@H](CC(=O)O)O[C@@H]1CO2	-1	·	·	1	0.1	-2	·
13	CCCCNC(=O)c1nc(-c2cc3ccccc3[nH]2)oc1-c1cccc(C(F)(F)F)c1	·	0	1	·	0.4	6	-3
14	Cc1cc(NC(=O)C(C)SCC(=O)OCC(=O)Nc2c(C)cccc2C(C)C)no1 (stereo not drawn)	5	-2	4	-7	·	1	-3
15	COc1ccc(NC(=O)CN2CCC(NC(=O)c3ccco3)CC2)c([N+](=O)[O-])c1	-1	-2	-4	1	·	-4	-1
16	COc1ccc(NS(=O)(=O)c2cc(NC(=O)CCNC(C)=O)ccc2N2CCCCC2)cc1	-1	1	0	29	0.1	6	-4
17	O=C(Cn1ccc([N+](=O)[O-])n1)N1CCCc2ccccc21	-3	-6	-3	4	·	1	2
18	CCOC(=O)c1cc(NC(=O)CCC(=O)O)ccc1N1CCCCC1	-4	1	6	·	0.0	13	1
19	Cc1nc(Cl)c(C(=O)NCc2ccccc2)c(C)c1[N+](=O)[O-]	3	3	-8	0	·	-3	-7
20	Cc1nn(-c2ccc(F)cc2)c(Cl)c1/C=C(/CCC(=O)O)c1nc2ccccc2s1	-2	-2	-2	-2	0.3	-2	·

Continued.
#	Structure	PglD inh	ERp5 block	S100A4 inh HTS	Statin myotox sup	E-sel inducer	DENV2 CPE	SIRT5 inh
21	C[C@@H]1CCCCO[C@H](CN(C)C(=O)Nc2ccc(F)cc2)[C@H](C)CN([C@H](C)CO)C(=O)c2cc(NC(=O)c3ccncc3)ccc2O1	-1	2	17	·	0.0	0	0
22	COC(=O)C1=C[C@@H](C(=O)OC)[C@@H]2C3=C(C(=O)[C@]2(CC(C)C)NC(=O)c2ccccc2)[C@H](C)n2c(=O)n(-c4ccccc4)c(=O)n2[C@@H]3C1	7	7	0	9	-0.1	?	-6
23	O=C(NCC1CC1)[C@@H]1[C@@H](CO)[C@@H]2Cn3c(ccc(C4=CCCC4)c3=O)[C@H]1N2C(=O)C1CC1	-2	-5	-42	-18	0.3	-1	-11
24	O=C(Nc1ccc(Oc2ccsc2C(=O)O)cc1)c1ccccc1F	7	2	-2	-2	·	11	2
25	Cc1ccc(Sc2ccc(N)cn2)cc1	-5	5	4	·	0.1	-1	·
26	O=C(c1ccccc1F)N1CC[C@@H]2[C@@H](CO)Nc3ccc(C#Cc4ccccc4)cc3[C@@H]21	1	-4	-8	10	1.0	4	11
27	NC(=O)c1sc2nc(-c3ccccc3)ccc2c1N	-6	-3	-2	4	·	-2	-3
28	O=C(c1ccc([N+](=O)[O-])s1)N1CCc2ccccc2C1	·	4	1	·	-1.0	-1	1
29	C[C@@H]1CCCCO[C@@H](CN(C)Cc2ccccc2)[C@@H](C)CN([C@@H](C)CO)C(=O)c2cc(NC(=O)Nc3ccc(C(F)(F)F)cc3)ccc2O1	2	-1	-4	·	0.2	-17	3
30	Cc1ccc(C)c(CN2CCC(n3nccc3NC(=O)CCCc3ccccc3)CC2)c1	-2	0	-2	-25	·	2	3
31	Cc1ccccc1CN1C(=O)CN(S(C)(=O)=O)CC1(C)C(=O)NCc1ccccc1 (stereo not drawn)	·	2	-3	·	-0.2	22*	4
32	O=C(NC(c1ccc(-c2ccccc2)cc1)c1cnccn1)C1CCN(CCOc2ccc(F)cc2)CC1 (stereo not drawn)	1	-2	-28	-15	-0.3	-4	-2
33	CCOc1ccc(CN2CCN(Cc3cnc(N4CCOCC4)s3)CC2CCO)cc1 (stereo not drawn)	1	2	0	-2	2.9	6	9
34	CC(C)(C)OC(=O)n1cc(/C=N/NC(=O)c2ccco2)c2ccccc21	0	-13	3	-5	0.1	4	9
35	CCOC(=O)c1cnc2c(c(C)nn2C)c1Oc1ccc(OC)cc1	3	1	-4	6	·	7	-4
36	CN1c2ccc(C3=CCCCC3)cc2[C@@H]2[C@@H](CCN2C(=O)c2ccc3c(c2)OCO3)[C@@H]1CO	-5	·	·	19	-0.1	·	·
37	Nc1c(C(=O)NCC2CCCO2)sc2nc3c(c(-c4ccco4)c12)CC/C3=C\c1ccco1 (stereo not drawn)	-1	13	-1	8	-0.1	-3	3
38	O=C(/C=C/[C@H]1O[C@@H](n2cnc3c(NC(=O)c4ccccc4)ncnc32)[C@H](O)[C@@H]1O)NCc1cccc2ccccc12	4	7	-6	-1	-0.6	3	-4
39	OCc1nnc2c3ccccc3c(-c3ccccc3)nn12	-3	1	0	5	·	·	-1
40	O=C1c2ccccc2[C@@]2(Cc3ccccc3N(CCN3CCOCC3)C2=O)[C@H](c2ccc(CO)cc2)N1Cc1ccccc1Cl	2	2	-1	·	·	-5	-1

(next part)
#	Structure	PglD inh	ERp5 block	S100A4 inh HTS	Statin myotox sup	E-sel inducer	DENV2 CPE	SIRT5 inh
41	CC(=O)c1ccc(N2CCN(Cc3cc(=O)n4c(-c5ccccc5)csc4n3)CC2)cc1	0	-6	-6	-1	6.4	4	2
42	CCN(CC)C(=O)N1CCN(C(=O)N(CC)CC)CC1	·	5	-5	·	0.1	1	-6
43	Cc1ccc(NC(=O)Nc2ccc3c(c2)N(C)C(=O)CS3)cc1C	-2	7	1	-4	·	-1	·
44	COc1ccc(S(=O)(=O)N(C)C[C@H]2Oc3ccc(NC(=O)Cn4cnnn4)cc3CC(=O)N([C@@H](C)CO)C[C@H]2C)cc1	-3	4	38	1	-14	0	-2
45	COc1ccc(CN(C)C[C@@H]2OCCCC[C@@H](C)Oc3ccc(NS(=O)(=O)c4c(C)noc4C)cc3C(=O)N([C@H](C)CO)C[C@H]2C)cc1	4	·	·	·	0.2	13	·
46	O=C1NCC(NC(=O)C(F)(F)F)c2cc3c(cc21)OCO3 (stereo not drawn)	-1	1	0	7	·	·	-4
47	CN(C)/C=N/c1sc2c(c1C#N)CCCC2	5	-2	0	1	·	-1	5
48	CCCNC(=O)C[C@@H]1C[C@H]2c3cc(NC(=O)NC4CCCCC4)ccc3O[C@H]2[C@H](CO)O1	4	-3	-4	2	-0.3	7	-3
49	O=C(C[C@H]1CC[C@@H]2[C@H](COC[C@@H](O)CN2C(=O)Nc2ccccc2)O1)NCc1ccccc1F	3	-2	26	14	0.0	-12	-7
50	Cc1ccc(Oc2ccccc2NC(=O)C2=COCCO2)cc1	·	-5	8	·	1.2	9	4
51	CCCCCC(=O)N1C[C@H](n2cc(COC(=O)c3ccccc3)nn2)[C@@H](O)C[C@@H]1c1ccccc1	-8	4	-4	5	-3.1	·	5
52	Cc1occc1C(=O)Nc1cccc(Cl)c1Cl	-8	-3	-4	-22	1.6	7	-2
53	COc1ccc(/C(=C\Nc2ccc(C)c(C)c2)C(C)=O)cc1OC	·	9	2	·	·	-2	0
54	COc1ccc(Cl)cc1S(=O)(=O)N1CCCC(C(=O)NCc2ccncc2)C1 (stereo not drawn)	-6	-4	-3	10	-0.5	0	-5
55	O=C(OCc1nc(-c2ccccc2Cl)no1)c1ccco1	1	-5	-8	-3	-0.1	14	-3
56	C[C@H](CO)N1C[C@H](C)[C@H](CN(C)S(C)(=O)=O)Oc2cc(C#CCN(C)C)ccc2S1(=O)=O	-3	2	-4	4	-0.3	-3	2
57	CCC(=O)N1CCCCN2[C@@H](CO)[C@H](c3ccc(-c4cccc(C#N)c4)cc3)[C@@H]2C1	-11	-2	-10	-3	-0.1	-2	2
58	O=C(NCc1ccco1)/C(=C\c1cccs1)NC(=O)c1ccsc1	2	-4	-3	·	·	-1	-1
59	CCCCN1C(=O)C(CC(=O)NCc2ccco2)CC(C(=O)N(CC)CC)=C1C (stereo not drawn)	-2	2	-1	-9	-0.2	3	·
60	Cc1cc(Br)c2nc(-c3cccc(Br)c3)c(Cc3cccc(Cl)c3)n2c1	·	-7	-9	·	0.0	16	-3

More entries follow:
#	Structure	PglD inh	ERp5 block	S100A4 inh HTS	Statin myotox sup	E-sel inducer	DENV2 CPE	SIRT5 inh
61	Nc1ccc2[nH]c(=S)sc2c1	1	2	-2	6	·	0	-2
62	O=C(Nc1cccc(NC(=O)c2cncc(Br)c2)c1)c1cncc(Br)c1	-2	-3	-1	-22	0.0	19	-6
63	Cc1cc(S(=O)(=O)N2CCOCC2)ccc1OCC(=O)NCCN1CCOCC1	-8	0	3	0	0.1	7	-1
64	COc1ccc(-c2cncnc2N)cc1OC	2	-4	12	17	·	0	-2
65	C[C@H](CO)N1C[C@H](C)[C@H](CN(C)C(=O)c2ccc(F)cc2)Oc2ncc(C3=CCCC3)cc2C1=O	-1	2	12	24	-0.3	-6	-6
66	CCOc1ccccc1NC(=O)CCS(=O)(=O)c1ccc(Br)cc1	-2	-2	-3	-3	0.0	14	13

Look-ups from the results shown:
Statin myotox sup result of O=C(Nc1cccc(NC(=O)c2cncc(Br)c2)c1)c1cncc(Br)c1 = -22
PglD inh result of Cc1cc(S(=O)(=O)N2CCOCC2)ccc1OCC(=O)NCCN1CCOCC1 = -8
